HCMV inh: blocks human cytomegalovirus replication. AID 1259415. HFF cells, HCMV-luciferase reporter, 72 h; hits give low values. 410,000 compounds, 4.5% hits. activity change, negative = inhibition, % at 57.5 µM; in the data active means activity change below about -60%; inconclusive means no clear call, values can overlap the other calls; inactive means above about -39%
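Steps: HFFs plated, 16 h 37C; compounds added; HCMV-luciferase added to MOI 1 PFU/cell; 72 h 37C; OneGlo reagent, 5 min room temperature; luminescence read, normalized to controls.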
AMA1-RON2 inh: AMA1-RON2 (P. falciparum) interaction inhibition. Potency, µM (titrated, usually from 58.2 µM), without a hit: at the top dose activity change, negative = inhibition, actives largely listed as inhibitors. AlphaScreen AMA1-biotinylated RON2 peptide binding. AID 720542. 360,000 compounds, 0.2% hits; active means well fitted inhibition curve with a large enough effect; inconclusive means small, poorly fitted or top-dose-only effect; inactive means no such curve, though single readings can be large or run the other way;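 further: potency means the concentration at half of the fitted maximal effect; 0% = vehicle wells and -100% = peptide control; nearly all actives have a fitted effect of over 45% in size; some results filed as inactive show a strong effect at the top dose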
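AMA1 (3D7) with his tag at 25 nM final met compounds first, then biotinylated RON2 peptide at 25 nM; detection used donor plus acceptor beads, 10 µg/mL apiece, read by AlphaScreen after 30 min at room temperature.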
Starred values were filed as active, the others as inactive; ? = inconclusive; [ ] = remark or other dose. Unless noted, on the % scale 0 is the no-effect control and ±100 the full control effect.

mol,AMA1-RON2 inh,HCMV inh
O=C(NCc1ccccc1Cl)c1[nH]c(C(F)(F)F)nc1-c1ccccc1,-12%,-13
COc1ccc(C(O)c2nc(-c3cccc(O)c3)cs2)cc1 (stereo unspecified),-4%,19
COc1ccccc1C#CC1=CC(=O)CC(C)(C)C1,-3%,-32
CC1(C(=O)O)CCCN1C(=O)c1cccc(OC(F)(F)F)c1 (stereo unspecified),5%,11
Cn1nc(C(C)(C)C)cc1C(=O)N1CCCCC1c1cc(C(=O)NCc2ccc(F)cc2)no1 (stereo unspecified),2%,-75*
CC(C)CNC(=O)C1(C)CCCN1Cc1ccc(S(C)(=O)=O)cc1 (stereo unspecified),9%,-102*
CCOC(=O)C1(C)CCCCCN1C(=O)c1ccco1 (stereo unspecified),-4%,-22
COc1ccc(CC(N)c2csc(Nc3ccc(C(C)=O)cc3)n2)cc1 (stereo unspecified),60%[activator],45
Cc1ccc(S(=O)(=O)N2CCN(C(=O)N3CCCCC3)CC2)c(C)c1,7%,-17
CCc1nc2ccc(C(=O)NCCc3c[nH]c4ccccc34)cn2c1N(C=O)CCC(C)C,?,10
CC(C)n1c(=O)c2ccccc2n1Cc1cn(CCc2c[nH]c3ccccc23)nn1,-3%,33
COc1cc(C(=O)C(=O)N2CCN(c3ccc(C)cc3)CC2)cc2ccccc12,-18%,6

Later entries
mol,AMA1-RON2 inh,HCMV inh
OC(c1ccc(F)cc1)c1ncc(-c2cccc3ccccc23)[nH]1 (stereo unspecified),6%,33
CCCCNC(=O)C1(C)CCN1Cc1cccc2c(OC)cc(C(=O)OCC)cc12 (stereo unspecified),-8%,23
COc1ccc(CCN2CC(C(=O)NCc3cccc(F)c3)CCC2=O)cc1 (stereo unspecified),-7%,17
C(=C\c1ccccc1)/CN1CCN(C(CCc2ccccc2)c2nnnn2C2CCCC2)CC1 (stereo unspecified),-13%,3
CCN(CC(=O)Nc1ccc(NC(C)=O)cc1)C(=O)C1(c2ccc(Cl)cc2)CCC1,1%,17
CO[C@@H]1CN(C)C(=O)c2ccc(NC(=O)c3ccccc3F)cc2OC[C@@H](C)N(CC2CCOCC2)C[C@@H]1C,7%,15
C[C@H](CO)N1C[C@H](C)[C@@H](CN(C)S(=O)(=O)c2ccc(Oc3ccccc3)cc2)OCc2cnnn2CCCC1=O,-4%,0
Cc1ccc([C@H]2C[C@@H](O)[C@H](n3cc(COC(=O)c4ccccc4)nn3)CN2CC2CCCCC2)cc1,-2%,-89*
CCC(C)C(CO)NCCCn1cnc2c(SC)ncnc21 (stereo unspecified),-6%,-23
O=C(NC1CCCCC1)C1c2ccccc2OCC(=O)N1Cc1ccc2c(c1)OCO2 (stereo unspecified),2%,2
Nc1[nH]c(C(=O)c2ccccc2)c(-c2ccccc2C(F)(F)F)c1C(=O)c1cccs1,2%,-8
Cc1cccc(CN2[C@H](COC(=O)Nc3ccccc3)C=CS2(=O)=O)c1,-1%,-25

Other entries
mol,AMA1-RON2 inh,HCMV inh
CC(=O)NCC1=C(c2ccc3ccccc3c2)C[C@@H]2CC[C@H]1N2Cc1ccco1,-2%,31
COc1ccc2c(CC(=O)Nc3ccc4nc(N5CCOCC5)sc4c3)coc2c1,-12%,-6
Cc1cc(C)c2cc(N)c(Cl)nc2n1,-4%,-11
COc1ccc(NC(=O)c2cccc3c(-c4cnn(C)c4)coc23)cc1,-2%,38
COc1ccc(C(=O)N(C)[C@H]2C[C@H]3c4[nH]c5ccccc5c4CCN3C[C@H]2[C@H](C)O)cc1,7%,49
O=C(c1ccoc1)N1CCN(c2cc(-c3ccccc3)nc3cc(-c4ccccc4)nn23)CC1,17%,-98*
O=C(COc1ccc(F)cc1Br)Nc1ccccc1N1CCCC1,-7%,-2
COC(=O)c1ccc2nc(-c3ccc(F)cc3)c(Cc3ccc(C)cc3)n2c1,1%,11
CCC(c1nnnn1C(C)(C)C)N1CCC2(CC1)C(=O)NCN2c1ccccc1 (stereo unspecified),-7%,5
CC1CCCCC12NC(=O)N(CC(=O)NCc1cccs1)C2=O (stereo unspecified),0%,?
C[C@H](CO)N1C[C@H](C)[C@@H](CN(C)Cc2ccc(C(=O)O)cc2)OCc2cnnn2CCCC1=O,8%,1
C#CCN(C[C@@H]1[C@@H](OC(=O)NCc2ccco2)[C@@H](OC(=O)NCc2ccco2)Cn2c(=O)ccc(=O)n21)S(=O)(=O)c1ccc(C)cc1,-1%,-101*

Next structures:
mol,AMA1-RON2 inh,HCMV inh
CC(C)(C)c1ccc(CC(=O)N2CCC2(C)C(=O)NS(=O)(=O)c2ccccc2C(F)(F)F)cc1 (stereo unspecified),-9%,-25
Cc1cc(Br)cn2c(Cc3ccsc3)c(-c3cccc(Br)c3)nc12,-10%,28
O=C(OCc1ccccc1)N1CCC2CC1c1cc(/C=C/CCCSc3ncccn3)ccc12 (stereo unspecified),-5%,26
Cc1ccc(S(=O)(=O)C[C@@H]2OC[C@H](CO)N2S(=O)(=O)c2ccc(C)cc2)cc1,2%,-16
C=CCSc1nnc(NC(=O)c2ccc3c(c2)OCCO3)s1,-7%,58
Cc1ccc(S(=O)(=O)N[C@@H](C)CO)cc1,0%,82
COC(=O)/C=C1\OCc2ccccc21,0%,36
Cc1cc(=O)c(C(=O)Nc2cccc(C(=O)NC3CC3)c2)nn1-c1ccccc1,-3%,18
CC(C)(C)NC(=O)C(c1ccncc1)n1c(=O)c(-c2ccccc2)nc2ccccc21 (stereo unspecified),1%,8
COCCCNC(=O)c1csc([C@@H]2C[C@H](O)[C@@H](CO)O2)n1,7%,1
COc1cccc(Nc2nc(C(N)C(C)C)cs2)n1 (stereo unspecified),72%[activator],-10
C/C=C/c1cccc(-c2nc(C(=O)NC3CCCC3)cc3c2[C@@H](CCO)N(S(=O)C(C)(C)C)C3)c1 (stereo partly specified),11%,6

New compounds follow:
mol,AMA1-RON2 inh,HCMV inh
O=C(NCc1ccccc1)/C(=C\c1ccc(F)cc1)NC(=O)c1ccco1,4%,-2
COCCNC(=O)C1(C)CCCN(C(=O)c2cc(C)on2)C1 (stereo unspecified),-1%,3
COc1cc(Cl)ccc1OC1(C)CCN(Cc2ccc(SC)cc2)C1 (stereo unspecified),-15%,23
Cc1ncccc1C(=O)N1CCCC(c2cc(C(=O)Nc3ccc(C(C)(C)C)cc3)no2)C1 (stereo unspecified),17%,-18
O=C(CNC(=O)N1CC(=O)Nc2ccccc21)Nc1ccc(Br)cc1F,-13%,-16
N#CC1C(=O)NC(=O)C(C#N)C12CCCc1sccc12 (stereo unspecified),32%[activator],-16
COC(=O)[C@@]12C[C@@H](CC(=O)NCc3ccccc3)C(=O)N(CCc3ccc(OC)c(OC)c3)C1=CCC(C)(C)C2,-13%,-38
CNc1cncc(-c2cccc(C(=O)NC3CC3)c2)n1,4%,17
COc1ccc(NC(=O)C2Cc3c(-c4cccc(C(N)=O)c4)ccnc3O2)cn1 (stereo unspecified),-7%,19
CC1(C(=O)NS(=O)(=O)Cc2cccc(Cl)c2)CCN1C(=O)Cc1ccc(Cl)cc1Cl (stereo unspecified),-2%,9
O=S(=O)(NCc1ccncc1)c1ccc(F)c(F)c1,2%,?
COc1cccc(-c2nc(-c3cccc(C)c3)nc3cc(Cl)ccc23)c1,4%,-25

The listing continues.
mol,AMA1-RON2 inh,HCMV inh
O=C(COC(=O)CSc1ccccc1)NC1CCS(=O)(=O)C1 (stereo unspecified),10%,-16
CCOC(=O)C1(C)CCCN(C(=O)CCc2ccccc2)C1 (stereo unspecified),6%,-25
O=c1[nH]c2cc([N+](=O)[O-])cc(Cl)c2c2ccccc12,-1%,-35
S=c1[nH]cc2cnccn12,108%[activator],0
CCC1NC(=O)c2cc3ccccc3cc2-n2c1nc1cc(OC)c(OC)cc1c2=O (stereo unspecified),0%,14
COc1cccc(CN(C)C(=O)c2ccc(S(=O)(=O)Nc3cccc(C)c3C)cc2)c1OC,-6%,0
CCCNC(=O)C1(C)CCN(Cc2cc(-c3ccccc3)on2)C1 (stereo unspecified),18%,-6
C=CCN(CC=C)Cc1cc(=O)oc2ccccc12,9%,-3
Cc1ccc(S(=O)(=O)N2C[C@H]3C(=O)C[C@@H](c4ccccc4)N(S(=O)(=O)c4ccc(C)cc4)[C@H]3C[C@H]2c2cccc(C)c2)cc1,-5%,-19
COc1ccc(C)cc1N1CC(C(=O)Nc2cccc(C(=O)NC3CC3)c2)CC1=O (stereo unspecified),-5%,-8
O=C(Nc1cc(S(=O)(=O)N2CCOCC2)ccc1N1CCCC1)c1ccccc1F,-2%,-1
CCCOc1ccc(F)cc1-c1cc(C(=O)NCCOC)[nH]n1,-3%,-12

Continued.
mol,AMA1-RON2 inh,HCMV inh
CC(C)CC1C(=O)N(Cc2cn(CCC3OCCCO3)nn2)CCS(=O)(=O)N1Cc1ccc(-c2cccc(CO)c2)cc1 (stereo unspecified),-7%,-6
Cc1ccc([C@H]2C[C@@H](n3cc(C4CC4)nn3)[C@H](O)CN2C(=O)C2CCCCC2)cc1,-2%,-16
COc1ccc(C(=O)N2CCCC(C)(C(=O)NS(=O)(=O)C3CC3)C2)cc1 (stereo unspecified),12%,2
CC(C1SC(=S)NC1=O)C1SC(=S)NC1=O (stereo unspecified),-8%,-24
CCCCNC(=O)C[C@@H]1C[C@@]2(C(=O)OC)CCCCC=C2N(Cc2ccc(Cl)cc2Cl)C1=O,-3%,8
CN1CCN(C(=O)C[C@@H]2CC[C@@H]3[C@H](COC[C@@H](O)CN3Cc3cccc(Cl)c3)O2)CC1,-5%,-14
C[C@@H]1CN([C@@H](C)CO)C(=O)CCCn2nncc2CO[C@@H]1CN(C)C(=O)Nc1ccnc(N2CCOCC2)c1,-5%,-8
CC1(C(=O)NS(=O)(=O)Cc2ccccc2)CCN1C(=O)Cc1ccccc1Cl (stereo unspecified),17%,-62*
O=C(C#Cc1ccccc1)c1ccccc1,21%,-84*
Cc1ccc(C(=O)Nc2nc(C(N)C(C)C)cs2)cc1 (stereo unspecified),78%[activator],20
COc1cc(CNc2ncnc3c2ncn3[C@H]2CN(Cc3ccc(-c4ccccc4)cc3)C[C@@H](CO)O2)cc(OC)c1OC,?,-66*
COc1cc(CNC(=O)c2cc(-c3ccc(F)cc3OC)n[nH]2)cc(OC)c1,-9%,-9

Laid out differently: entries from further up.
CC1(C(=O)NS(=O)(=O)Cc2ccccc2)CCN1C(=O)Cc1ccccc1Cl (stereo unspecified)
  AMA1-RON2 inh: 17%
  HCMV inh: -62*

O=C(C#Cc1ccccc1)c1ccccc1
  AMA1-RON2 inh: 21%
  HCMV inh: -84*

Cc1ccc(C(=O)Nc2nc(C(N)C(C)C)cs2)cc1 (stereo unspecified)
  AMA1-RON2 inh: 78%[activator]
  HCMV inh: 20

COc1cc(CNc2ncnc3c2ncn3[C@H]2CN(Cc3ccc(-c4ccccc4)cc3)C[C@@H](CO)O2)cc(OC)c1OC
  AMA1-RON2 inh: ?
  HCMV inh: -66*

The list continues.
mol,AMA1-RON2 inh,HCMV inh
CCOC(=O)C1=CCN(S(=O)(=O)c2ccc(F)cc2)C1c1cccc(Cl)c1 (stereo unspecified),15%,-24
CC(C)(C(=O)N1CCC1(C)C(=O)NS(=O)(=O)c1cccc(Cl)c1)c1ccccc1 (stereo unspecified),8%,32
CN(Cc1ccc(Cl)cc1Cl)C(=O)C1CSC2(C)CCC(=O)N12 (stereo unspecified),45%[activator],-36
CCOC(=O)c1c(C)oc(=O)c(CC)c1O,4%,-26
CCCCCNC(=O)C(c1ccnc2ccccc12)n1c(=O)c(-c2cc3ccccc3[nH]2)nc2ccccc21 (stereo unspecified),30%[activator],9
Cc1cccc(CN(C)C[C@H]2OCc3cnnn3CCCC(=O)N([C@H](C)CO)C[C@@H]2C)c1,-13%,9
CCNC(=O)C1(C)CCN(C(=O)c2ccc(C#N)cc2)C1 (stereo unspecified),10%,-13
CCC(=O)N1CCCC(C)(C(=O)Nc2ccc(C)c(C)c2)C1 (stereo unspecified),-20%,28
CCOC(=O)[C@]12Cc3cc(C)ccc3[C@H]1N(C1CCCCC1)C(=O)c1cc(OC)ccc12,3%,-104*
COC(=O)[C@]12CCCCC=C1N(CCC1=CCCCC1)C(=O)[C@H](CC(=O)NCCCN1CCCC1=O)C2,4%,7
O=C(Nc1ccc(F)cc1)C(c1cccc(F)c1)N1CCN(Cc2c(F)cccc2Cl)CC1 (stereo unspecified),0%,60
CC(C)C[C@H]1CN(CCCC[C@H]2CNC(=O)C(=O)N2CCc2ccc(O)cc2)C(=O)C(=O)N1Cc1ccccc1,0%,-4
COCCN1C(=O)CCC1(C)c1nnnn1-c1ccc2c(c1)OCCO2 (stereo unspecified),4%,-10

Assay outcomes deposited in PubChem BioAssay by National Center for Advancing Translational Sciences (NCATS).

Not all compounds are listed (hit frequency here may not be typical).
